Screens: PubChem, National Center for Advancing Translational Sciences (NCATS)
uPA generation – inhibitors of cell surface uPA generation | Potency, µM (titrated, usually from 38.3 µM), without a hit: at the top dose activity change, negative = inhibition, actives largely listed as inhibitors | AID 540303 | cell surface uPA generation assay, qHTS | 0.31% of 330,000 active; active = well fitted inhibition curve with a large enough effect; inconclusive = small, poorly fitted or top-dose-only effect; inactive = no such curve, though single readings can be large or run the other way; tested in mouse RAW 264.7 cells; note: % is set by controls: 0 for no effect and ±100 for the full control effect; nearly all actives have a fitted effect of over 55% in size
BRCA1 expr up – activators of BRCA1 expression | MCF7-BRCA1-FFLuc reporter, luminescence, 48 h; response scale: scaled: vehicle 0%, 10 µM genistein 100% | 1.1% of 380,000 active | Potency, µM (top dose mostly 46.1 µM), inactives show at the top dose activation, hits mostly activators; note: nearly all actives have a fitted effect of over 80% in size; some results filed as inactive show a strong effect at the top dose
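Luminescence from a BRCA1-driven firefly luciferase in MCF7 cells was read after 48 h compound exposure at 37 C. Data normalized against DMSO and a 10microM genistein activation control, then curve-fitted across the titration.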
p53 reactivator – re-activators of mutant p53. H1299 p53-A138V BP100-luciferase reporter, luminescence, 24 h. Potency, µM (series often up to 92.2 µM), for the others: at the highest dose activity change, positive = activation, most hits filed as activators. 0.063% of 320,000 active; note: % of control where 0% means no effect; nearly all actives have a fitted effect of over 45% in size
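H1299 (p53-null), stable ts p53-A138V + BP100-Luc; 1000 cells/well, Opti-MEM/10% FBS; cpd 4 pt, 1:5; 24 h, 37 deg C, 5% CO2; detection reagent 10 min RT; luminescence.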
Rab9 prom act – activators of Rab9 promoter; Huh7 Rab9 promoter-luciferase reporter, luminescence, 24 h; 2.8% of 320,000 active; Potency, µM (titrated, usually from 9.22 µM), inactives show at the highest dose activation, negative = inhibition, most hits filed as activators; note: % of control where 0% means no effect; nearly all actives have a fitted effect of over 60% in size
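Measured in stably transfected Huh7 cells bearing a Rab9 promoter–luciferase construct: 24 h compound treatment at 37 °C, followed by luminescence detection.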
NPC1 prom act – NPC1 promoter activation; Huh7 NPC1 promoter luciferase reporter, 24 h; Potency, µM (titrated, usually from 9.22 µM), without a hit: top-dose activation, most hits filed as activators; 2.4% of 320,000 active; AID 485313;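 note: % of control where 0% means no effect; nearly all actives have a fitted effect of over 60% in size; reporter is driven by a mutant NPC1 promoter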
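Stable NPC1-promoter luciferase Huh7 line; cpd (DMSO) 24 h, 37 °C, 5% CO2; Amplite luciferase reagent 10 min RT; luminescence readout. qHTS format.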
CXXC DNA block – inhibitors of human MLL CXXC domain-DNA interaction | Q03164 | MLL-CXXC / FITC-HOXA9 DNA fluorescence polarization | Potency, µM (top dose mostly 115 µM), without a hit: at the top dose activity change, negative = inhibition, hits mostly inhibitors | 0.037% of 290,000 active | AID 2662; active = well fitted inhibition curve with a large enough effect in the polarisation, with a control signal flat, not every such curve was filed as active; inconclusive = small, poorly fitted or top-dose-only effect, or effect the other way, or a change in a side signal; inactive = no such curve, though single readings can be large or run the other way; the % refers to the polarisation
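Steps: dispense CXXC domain solution (7 uM) → pin compounds or unlabeled HOX-A9 DNA control → 5 min ambient → add FLSN-HOX-A9 solution (50 nM) → spin → 30 min ambient → fluorescence polarization. Tris pH 7.5/NaCl/DTT/BSA buffer.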
VP16 counter – inhibits Gal4-VP16 luciferase reporter, ROR gamma counter-screen; Potency, µM (series often up to 53.6 µM), for the others: at the highest dose activity, negative = inhibition, usual class: inhibitors; 3.5% of 310,000 active; Drosophila S2 Gal4-VP16 UAS-luciferase, luminescence, 20 h;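 note: Gal4-VP16 expression switched on by copper sulfate through the metallothionein promoter; % is set by controls: 0 for no effect and ±100 for the full control effect; nearly all actives have a fitted effect of over 50% in size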
MBNL1 CUG block – blocks human MBNL1 binding to CUG repeat RNA; TR-FRET MBNL1-His/biotin-(CUG)12 binding, 665/545 ratio; Potency, µM (top dose mostly 57.5 µM), inactives show top-dose activity change, negative = inhibition, hits mostly inhibitors; 0.036% of 280,000 active; active = well fitted inhibition curve with a large enough effect in the signal ratio, with a control signal flat, not every such curve was filed as active; inconclusive = small, poorly fitted or top-dose-only effect, or effect the other way, or a change in a side signal; inactive = no such curve, though single readings can be large or run the other way; the % refers to the signal ratio; note: % is set by controls: 0 for no effect and ±100 for the full control effect
Target sequence (Q9NR56 whole entry, looked up): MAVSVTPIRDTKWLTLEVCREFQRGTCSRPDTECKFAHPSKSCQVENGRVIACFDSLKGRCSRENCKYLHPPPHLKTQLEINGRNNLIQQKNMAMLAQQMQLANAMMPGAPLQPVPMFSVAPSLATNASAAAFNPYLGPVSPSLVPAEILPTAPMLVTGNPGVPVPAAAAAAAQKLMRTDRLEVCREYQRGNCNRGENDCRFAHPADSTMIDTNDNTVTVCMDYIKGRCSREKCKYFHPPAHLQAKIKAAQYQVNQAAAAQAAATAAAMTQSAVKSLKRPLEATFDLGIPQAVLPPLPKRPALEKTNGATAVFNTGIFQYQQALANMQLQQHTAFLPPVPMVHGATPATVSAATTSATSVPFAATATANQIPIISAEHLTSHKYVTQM
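Ratiometric TR-FRET (665 over 545 nm, excitation 340 nm) tracks disruption of MBNL1-His/biotin-(CUG)12 complex after 60 min at room temperature, with compounds at 92 nM to 58 uM final.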
ELG1 genotoxic – genotoxicity induction in ELG1-luciferase HEK293T cells; HEK293T ELG1-luciferase reporter, luminescence, 16 h; Potency, µM (titrated, usually from 46 µM), for the others: at the top dose activity change, positive = activation, hits mostly activators; 1.3% of 330,000 active; AID 504466; note: % of control where 0% means no effect; nearly all actives have a fitted effect of over 60% in size
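Step 1: seed 2,000 HEK293T ELG1-luciferase cells per well. Step 2: add compound or DMSO, incubate 16 hr at 37 °C. Step 3: ONE-Glo, 30 min at room temperature, read luminescence.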
RORgamma inh – inhibitors of mouse ROR gamma transcriptional activity. Drosophila S2 Gal4-RORgamma UAS-luciferase reporter, 20 h. Potency, µM (highest dose often 53.6 µM), for the others: top-dose activity change, negative = inhibition, hits mostly inhibitors. 5.4% of 310,000 active; note: % is set by controls: 0 for no effect and ±100 for the full control effect; nearly all actives have a fitted effect of over 60% in size
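Luminescence from a UAS-regulated Photinus luciferase reporter in stably transfected Drosophila Schneider cells is measured; decreased signal marks ROR gamma inhibition. Fusion expression is induced by 700 uM copper sulfate for 20 hr.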
FLuc modulator – inhibits or activates purified firefly luciferase, miR-21 counter-screen; P08659; purified FLuc, Km substrates, luminescence inhibition; Potency, µM (top dose mostly 57.5 µM), without a hit: at the top dose activity change, negative = inhibition, most hits filed as inhibitors; 6.9% of 360,000 active; AID 588342;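 note: plate controls were vehicle for no effect and reference inhibitor for full effect; nearly all actives have a fitted effect of over 55% in size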
Target sequence (P08659 whole entry, looked up): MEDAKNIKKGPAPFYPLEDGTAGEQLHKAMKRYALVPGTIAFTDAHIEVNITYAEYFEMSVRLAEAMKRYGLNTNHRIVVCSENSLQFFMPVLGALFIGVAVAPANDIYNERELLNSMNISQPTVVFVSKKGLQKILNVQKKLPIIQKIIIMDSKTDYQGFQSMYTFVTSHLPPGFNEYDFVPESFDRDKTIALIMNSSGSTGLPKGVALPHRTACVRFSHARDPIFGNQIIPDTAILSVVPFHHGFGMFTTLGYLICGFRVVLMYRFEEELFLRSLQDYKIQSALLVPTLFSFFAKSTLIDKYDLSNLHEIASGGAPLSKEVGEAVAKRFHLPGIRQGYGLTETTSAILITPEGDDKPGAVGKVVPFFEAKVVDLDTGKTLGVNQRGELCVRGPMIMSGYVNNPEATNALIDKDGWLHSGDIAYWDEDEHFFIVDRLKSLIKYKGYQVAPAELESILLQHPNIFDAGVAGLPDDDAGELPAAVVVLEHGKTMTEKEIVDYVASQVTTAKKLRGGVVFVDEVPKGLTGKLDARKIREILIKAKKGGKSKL
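Purified P. pyralis luciferase (10nM final) with 10uM D-luciferin and 10uM ATP (Km levels) in 50mM Tris acetate pH 7.5, 10mM Mg acetate, 0.01% Tween-20, 0.05% BSA; qHTS 6-point titration, ~60 µM downward; luminescence read.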
Numbers without * were called inactive; ? = inconclusive; / = no result given; & = joins results of further samples; [ ] = dose if it differs, or a comment. Unless noted, calls come from the whole dose curve; as a rule, active = well fitted curve in the direction sought with a large enough effect; inconclusive = small, poorly fitted or top-dose-only effect, or another doubt; inactive = no such curve, though single readings can be large; an effect the other way counts as inactive or inconclusive. Potency is the fitted concentration of half-maximal effect. A portion of the library; rates above refer to the full screens.

Values run as follows: uPA generation | BRCA1 expr up | p53 reactivator | Rab9 prom act | NPC1 prom act | CXXC DNA block | VP16 counter | MBNL1 CUG block | ELG1 genotoxic | RORgamma inh | FLuc modulator
1: CN1C(=O)C(c2nnc(Nc3cccc4ccccc34)s2)C2CC1(C)Oc1ccccc12 (stereo not given)
  -8% | -73% | -9% | 0% | 0% | -2% | -26% | 25% | -6% | 10% | -14%
2: CC(C)CNS(=O)(=O)c1ccc2c(c1)OCCO2
  3% | -1% | -1% | -2% | 0% | -5% | 0% | -4% | 0% | -2% | -1%
3: COC(=O)CCCCCC(CCC(=O)OC)NC(C)=O (stereo not given)
  1% | 3% | 1% | -4% | 1% | -6% | -1% | -4% | -14% | -9% | 1%
4: CCCCNc1nc(=S)n(-c2ccccc2)c(C)c1C(C)=O
  -14% | -39% | -1% | 0% | 0% | 14% | 2% | -2% | 1% | -41% | 0%
5: CCCCn1c(-c2ccsc2)nc2c1c(=O)[nH]c(=O)n2CCC
  -1% | -18% | -1% | -2% | -1% | -2% | -1% | 172%[activator] | ? | 2% | 3%
6: O=C(CCCC(=O)OCC(Cl)=C(Cl)Cl)Nc1cccc(F)c1
  0% | 3% | -5% | -5% | -4% | -5% | -7% | -6% | 1% | 0% | 2%
7: CC(C)n1c(C(F)(F)F)nc2cc(C(=O)N3CCOCC3)ccc21
  2% | 5% | 0% | 5% | -3% | 33%[activator] | -6% | -3% | 4% | 1% | 0%
8: O=C(/C=C/c1ccc(F)cc1)NC(=S)Nc1ccccc1
  -7% | 25% | 11% | 5% | 1% | ? | 10µM* | 1% | 1% | 7.9µM* | -4%
9: Cc1ccc(C2CC(=O)NC(SCC(=O)OCc3ccccc3)=C2C#N)o1 (stereo not given)
  -10% | -67% | 3% | 1% | 1% | 11% | 3% | 4% | 0% | -14% | -7%
10: COc1ccc(CNC(=O)c2ccccc2SCC(=O)NCc2ccco2)cc1
  5% | -7% | 7% | -9% | 0% | / | / | / | -4% | / | -18%
11: COc1cc(/C=N/Nc2ccc([N+](=O)[O-])cn2)cc(OC)c1O
  11% | -6% | 10% | 13% | 0% | -5% | 13% | ? | 3% | 47% | -5%
12: N#Cc1ccccc1OCC(=O)N(Cc1nnc(-c2ccccc2Cl)o1)C1CC1
  -2% | 10% | -3% | 2% | -2% | / | / | / | 1% | / | -7%
13: COc1ccc(CCNC(=O)c2ccccc2NC(=O)C2=C(C)OCCS2)c(OC)c1
  6% | 3% | 3% | -3% | -7% | 2% | -5% | -6% | -13% | ? | ?
14: CC/C(=N\NC(N)=O)c1ccc(OC)c(OC)c1
  -9% | -6% | -1% | 0% | -3% | 5% | 1% | 5% | ? | 5% | -3%
15: COc1ccccc1/C=C/C=N/n1c(-c2cc(C)[nH]n2)n[nH]c1=S
  0% | -27% | 1% | 1% | -1% | -7% | ? | 17% | 3% | ? | 21µM*
16: Cc1cccc(N2CCN(C(=O)c3ccc4c(c3)NC(=O)C(CSCc3cccc(F)c3)N4)CC2C)c1 (stereo not given)
  -25% | 6% | 9% | -13% | -1% | 6% | -4% | 6% | 0% | 12% | 0%
17: O=C(Cn1nc(C(F)(F)F)c2c1CCC2)NCc1ccc(Cl)cc1
  9% | -4% | -14% | -6% | -6% | 0% | 1% | ? | 4% | -8% | -1%
18: O/N=C/c1nc2cc(Cl)ccc2o1
  -2% | 1% | 6% | 4% | 8% | -4% | -1% | -9% | 3% | 0% | -10%
19: CCC1CCC(C(=O)NC(C(=O)NCCc2ccc(S(N)(=O)=O)cc2)C(C)C)CC1 (stereo not given)
  0% | 12% | -5% | -2% | -3% | -12% | 2% | -3% | -2% | 5% | 3%
20: Cc1ccc(N2CC(C(=O)Nc3ccc(S(=O)(=O)N4CCOCC4)cc3)CC2=O)cc1 (stereo not given)
  -5% | 14% | -4% | -2% | -1% | -4% | 2% | -10% | -1% | 7% | 5%
21: COc1ccc(NS(=O)(=O)c2ccc(C)c(NC(=O)CNC(=O)c3ccco3)c2)cc1
  0% | -3% | -4% | -2% | -3% | / | / | / | 0% | / | 0%
22: Cc1nnc(N(Cc2ccco2)C(=O)c2ccc(C#N)cc2)s1
  2% | -2% | 7% | 21% | 0% | -3% | -3% | -10% | 1% | 45% | 0%
23: Cc1cc2cc(C(c3nnnn3Cc3ccccc3)N3CCc4ccccc43)c(=O)[nH]c2cc1C (stereo not given)
  / | -53% | 5% | 2% | -8% | -5% | 9% | ? | -1% | -11% | -1%
24: CC(C)(C)n1nc2c(c1NC(=O)COc1ccc(Cl)cc1)CSC2
  0% | -19% | -4% | 0% | -4% | -7% | -7% | 13% | 0% | ? | 7%
25: CC1CCCCN1C(=S)Nc1ccc(OC(F)F)cc1 (stereo not given)
  -2% | 1% | 6% | -2% | -6% | -1% | -7% | -13% | -2% | -43% | ?
26: Cc1cc(S(=O)(=O)N(Cc2ccccn2)Cc2ccco2)ccc1-n1cnnn1
  0% | 7% | -13% | 1% | -1% | 2% | 4% | 0% | -4% | 0% | 0%
27: Cc1cc(NC(=O)CCC(=O)N(Cc2ccco2)C(C(=O)NC2CCCC2)c2ccc(F)cc2)no1 (stereo not given)
  4% | -22% | 0% | 1% | -2% | -3% | -13% | -3% | -10% | -9% | 4%
28: CCOC(=O)C1CCN(c2c(NCc3ccc(C(=O)NC(C)CC)cc3)c(=O)c2=O)CC1 (stereo not given)
  -5% | 4% | -2% | 3% | -4% | -2% | -2% | 1% | -2% | -22% | 4%
29: CCN1C(=O)C2(C(C#N)=C(N)Oc3n[nH]c(-c4ccc(Cl)cc4)c32)c2ccccc21 (stereo not given)
  -7% | -30% | -4% | -9% | -2% | 15% | -1% | 2% | -1% | 8% | -1%
30: Cc1cc(NC(=O)CSCC(=O)N(C)Cc2ccc(F)cc2)no1
  -2% | -5% | 21% | 10% | -5% | 5% | 0% | -10% | -3% | 11% | 5%
31: COc1ccc(OC)c(/C=N/NC(=O)CNC(=O)c2ccc(S(=O)(=O)N3CCCC3)cc2)c1
  0% | 15% | -2% | 8% | -2% | 12% | -1% | 22% | 0% | -10% | -5%
32: Cc1nn(C)c(C(=O)Nc2c(C)nn(Cc3c(F)c(F)c(F)c(F)c3F)c2C)c1Br
  1% | 1% | -6% | -4% | -1% | 27% | -4% | 2% | -12% | 24% | 2%
33: CC(C)(O[C@@H]1O[C@H](CO)[C@@H](O)[C@H](O)[C@H]1O)[C@H]1Cc2cc3ccc(=O)oc3cc2O1
  3% | 24% | -4% | -6% | -2% | 12% | -4% | 44%[activator] | 1% | -7% | -2%
34: CC(C(=O)NCCSCc1cccc(Cl)c1)N(c1ccccc1)S(C)(=O)=O (stereo not given)
  1% | -1%&-32% | -2% | -11% | 3% | -26% | -1% | -2% | -5% | 22% | 0%&-10%
35: N=C1C(=O)OCC1c1ccccc1NC(=O)CN1CCOCC1 (stereo not given)
  -1% | -1% | 12% | -1% | 9% | 0% | -12% | -1% | 1% | -9% | 3%
36: CC1CCCCN1S(=O)(=O)c1cn(C)c(=O)n(C)c1=O (stereo not given)
  4% | -7% | 0% | 0% | -2% | 0% | 1% | -17% | 1% | -18% | -1%
37: O=C(/C=C/c1ccc(F)cc1)NCc1ccco1
  -3% | 106% | ? | 22% | 12% | 2% | -21% | -7% | 16% | -10% | ?
38: Cc1onc(-c2ccccc2)c1C(=O)N1CCCC1
  9% | 6% | -22% | 2% | -1% | ? | -10% | -2% | -4% | -33% | 0%
39: CCOC(=O)C1C(=O)NC(c2ccccc2)=NC1c1ccccc1 (stereo not given)
  -3% | -30% | -6% | -10% | -4% | 1% | 2% | 2% | 0% | 0% | 0%
40: CN1CCN(S(=O)(=O)c2ccc(CNC(=O)c3ccccc3)s2)CC1
  -13% | 4% | -4% | -6% | -4% | -2% | 4% | -4% | -2% | 9% | 1%
41: Cc1ccc(N2C(=O)c3cccc4c([N+](=O)[O-])ccc(c34)C2=O)c2cccnc12
  ? | -31% | -3% | -36%[inhibitor] | -35%[inhibitor] | -5% | -11% | 3% | 4% | 25% | -1%
42: O=C(COC(=O)c1cc2ccccc2oc1=O)Nc1cccc(Br)c1
  -7% | 6% | 9% | -1% | 7% | / | / | / | -3% | / | 1%
43: COc1ccc(-c2onc3ccc(Cl)cc23)cc1
  1% | 72% | 13% | 1% | 7% | -3% | 2% | 6% | -1% | 7% | ?
